Source: PubChem
aDG glyco act – activators of alpha-DG glycosylation, primary screen, uHTS, Pro5-aDG cells, AlphaScreen; alpha-DG glycosylation AlphaScreen (IIH6); 0% Pro5, 100% B10-LARGE cell signal; activation, % at 10 µM; hit rate 0.22% among 360,000;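 active = activation of at least 8% versus controls, or a plate z-score of at least 8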;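 note: Pro5 are CHO cells carrying HIG-tagged alpha-DG that lacks glycosylation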
CaV13 ICDI inh – Primary screen for inhibitors of IQ motif and Ca2+-dependent inactivation inhibitor domain binding in CACNA1D, Förster resonance energy transfer in living cells, …; HEK cells, CFP/YFP FRET ICDI-IQ, plate reader, 10 min; percent FRET-ratio fall versus neutral wells; inhibition, % at 12.3 µM; hit rate 0.098% among 340,000; AID 743397;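 active = mean replicate inhibition of at least 30% and at least 1% of replicates passing that level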;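 note: 0% = median of the neutral control wells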
HTR2A ag – mouse Htr2a agonists via beta-arrestin recruitment, primary screen, cell-based, luminescence; 5-hydroxytryptamine receptor 2A (Mus musculus), P35363; CHO-K1 mHTR2A beta-arrestin complementation; percent of 30 µM serotonin response; activation, % at 7.6 µM; hit rate 0.66% among 360,000; AID 624169, 2012;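 active = activation above a run cutoff, the mean activation of all tested compounds plus 3 SD, cut at about 14% in these data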;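 note: 0% = plate median of compound wells and 100% = 30 µM serotonin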
Target sequence (P35363 whole entry, looked up): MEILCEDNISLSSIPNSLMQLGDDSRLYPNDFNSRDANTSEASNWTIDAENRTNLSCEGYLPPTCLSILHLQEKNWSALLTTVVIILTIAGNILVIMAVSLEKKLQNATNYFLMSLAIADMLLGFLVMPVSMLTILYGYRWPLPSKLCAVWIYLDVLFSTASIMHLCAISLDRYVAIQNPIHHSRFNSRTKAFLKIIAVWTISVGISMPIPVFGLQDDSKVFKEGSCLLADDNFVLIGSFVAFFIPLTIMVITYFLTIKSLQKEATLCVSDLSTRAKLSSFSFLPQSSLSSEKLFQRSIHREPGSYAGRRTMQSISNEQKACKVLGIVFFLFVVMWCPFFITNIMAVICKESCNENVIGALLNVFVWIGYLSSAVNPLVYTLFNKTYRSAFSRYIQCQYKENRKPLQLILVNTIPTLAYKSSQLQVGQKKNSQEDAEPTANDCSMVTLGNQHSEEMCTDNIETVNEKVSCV
PDI inh – inhibitors of human PDI, primary screen, biochemical, turbidity, single point, plate reader. AID 588391, 2011. hit rate 0.052% among 350,000. inhibition, % at 10 µM. PDI insulin aggregation turbidity, A650, 90 min. Protein disulfide-isomerase (Homo sapiens), P07237;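 active = mean inhibition across replicates of 30% or more, whatever share of single replicates reach that level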;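 note: absorbance from insulin aggregation driven by PDI reduction with DTT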
hiPSC survival – enhancers of single-cell hiPSC survival, primary screen, ATPlite luminescence; 100% = ROCK inhibitor wells, 0% = DMSO; survival enhancement, % at 20 µM; hit rate 0.044% among 360,000; AID 602274, 2012; in the data active = survival enhancement above about 18%;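 note: cells exposed to compounds for 16 hours before the ATP read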
N-glyco inh – increase of ERlucT glycosylation luciferase signal, primary screen, N-linked glycosylation inhibitor project, D54 ERlucT cells, luminescence, set 2. D54 ERlucT glycosylation luciferase reporter, 24 h; percent of 100 nM tunicamycin response. reporter increase, % at 12.5 µM. hit rate 0.23% among 360,000. AID 588692, 2011;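 active = mean luciferase reporter signal, scaled so untreated is 0 and the glycosylation-blocking control 100, at or above a set limit in every replicate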;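 note: luciferase carries N-glycosylation sites so blocking glycosylation raises the light; 0% = median of neutral control wells and 100% = median of 100 nM tunicamycin wells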
Exocytosis inh – LAMP-1 surface exposure blockers, TALL-104 cells – cell-based, flow cytometry, MLPCN library, primary screen; TALL-104 LAMP-1 surface exposure; cells stimulated with thapsigargin and PMA; inhibition, % at 10 µM; hit rate 0.66% among 360,000;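 active = inhibition above about 55%, limit read from the data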
Cardio protect – cardioprotection against H2O2-induced cell death, primary screen, uHTS, H9c2 cells, ATPLite luminescence; H9c2 cardiomyocytes, H2O2 injury protection, 2 h; protection from H2O2 cell death, % at 20 µM; hit rate 0.63% among 360,000;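 active = compounds giving at least 50% protection of heart cells from peroxide-induced death in the single-dose screen, raw or plate-pattern-corrected value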;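 note: 0% = DMSO wells with peroxide and 100% = DMSO wells without peroxide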
Vif imaging – HIV Vif self-association inhibitors, primary screen, imaging, HEK293T, single point; AID 602346, 2012; hit rate 0.35% among 340,000; inhibition, % at 7.49 µM; HEK293T cells, Vif self-association by quenched fluorescence, 24 h; in the data active = inhibition above about 50%, passing the limit was not always enough; note: some results filed as inactive read as strong as hits
ABCB6 inh 2 – ABCB6 transporter inhibitors, primary screen, K562-ABCB6 cells, flow cytometry, MLPCN library. hit rate 0.19% among 360,000. K562-ABCB6 porphyrin accumulation, 1 h; stronger effect = lower value. ATP-binding cassette sub-family B member 6 (Homo sapiens), Q9NP58. fluorescence ratio to DMSO, % at 10 µM;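 active = fluorescence ratio to DMSO below 75%, the collection mean minus 3 SD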;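 note: signal is porphyrin accumulated inside mitochondria; 100% equals median channel fluorescence of DMSO control wells; lower ratio means ABCB6 inhibition with less porphyrin fluorescence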
The depositor's hits bear a star; / = no result given.

1	CC[n+]1c(/C=C/C=C/N(C(C)=O)c2ccccc2)sc2ccccc21
2	CCn1c(CNc2ccc(OC)cc2)nnc1SCC(=O)c1ccc(OC)cc1
3	CCOC(=O)Cn1c(-c2ccccc2)nc2ccccc2c1=O
4	Cc1ccc(C(=O)OCC(=O)NC2CC2)cc1S(=O)(=O)N1CCOCC1
5	COc1ccc(Cn2nnnc2C(c2cccnc2)N2CCN(c3ccc(O)cc3)CC2)cc1 (stereo not given)

assay / entry,1,2,3,4,5
aDG glyco act,1.0,-0.2,0.0,0.0,-0.2
CaV13 ICDI inh,/,-5,-8,-5,/
HTR2A ag,-6,4,3,-4,-4
PDI inh,8,-13,1,6,4
hiPSC survival,-1.3,-1.0,1.2,1.1,0.5
N-glyco inh,-4,-1,0,1,-1
Exocytosis inh,0,-1,-2,-2,-2
Cardio protect,-21,-6,9,1,-1
Vif imaging,162*,-3,6,21,-3
ABCB6 inh 2,957,92,101,100,98

6	O=C(NCC1CCCN1S(=O)(=O)c1ccccc1)c1cccc(Cl)c1 (stereo not given)
7	COc1ccccc1NC(=O)c1ccc2c(c1)N(CC(=O)NC(C)(C)C)C(=O)C(C)(C)O2
8	CC(C)c1ccc(NC(=O)C(c2ccccc2)N(C)C(=O)CCc2c[nH]c3ccccc23)cc1 (stereo not given)
9	COc1ccc(S(=O)(=O)N2CCN(C(=O)c3ccco3)CC2)c(C)c1C
10	COc1cccc2sc(N(CCCN(C)C)C(=O)c3sc4ccccc4c3Cl)nc12

assay / entry,6,7,8,9,10
aDG glyco act,0.3,0.0,1.0,-0.1,0.2
CaV13 ICDI inh,-6,-17,-5,-12,-5
HTR2A ag,-8,2,-2,-4,5
PDI inh,-3,-2,0,-1,14
hiPSC survival,-0.3,0.2,2.4,0.0,-2.9
N-glyco inh,-2,2,-4,-2,-2
Exocytosis inh,5,-6,-7,-5,14
Cardio protect,6,4,-12,-4,-3
Vif imaging,-4,-2,-5,-2,3
ABCB6 inh 2,98,93,100,94,98

11	COc1ccccc1NC(=O)CS(=O)(=O)c1cn(CC(=O)N2CCOCC2)c2ccccc12
12	Cc1ccc(-c2nc(CN3CCCCC3CCN3CCCC3=O)c(C)o2)o1 (stereo not given)
13	O=C(O)CSc1ncn[nH]1
14	COc1cccc(CNC(=O)Cc2ccc(OC)c(S(=O)(=O)N3CCOCC3)c2)c1
15	Cc1nn(-c2ccccc2C(F)(F)F)c(=O)c2noc(C)c12

assay / entry,11,12,13,14,15
aDG glyco act,-0.1,-0.2,0.2,0.1,-0.2
CaV13 ICDI inh,0,-4,-6,-2,-4
HTR2A ag,1,2,1,5,6
PDI inh,-2,5,-7,-1,-3
hiPSC survival,1.1,-0.9,1.7,-0.2,-0.3
N-glyco inh,0,1,3,2,3
Exocytosis inh,-2,0,-3,-3,18
Cardio protect,0,12,16,1,-2
Vif imaging,9,7,6,-7,6
ABCB6 inh 2,97,105,93,98,101

16	CCOC(=O)c1cc(C(C)(C)C)n(CCCN2CCOCC2)c1C
17	COc1ccc(C2=Nc3ccccc3C2(O)CCN2C(=O)c3ccccc3C2=O)cc1 (stereo not given)
18	Cc1cc(S(=O)(=O)Nc2ccc(C(=O)NCC(c3ccco3)N3CCCC3)cc2)ccc1F (stereo not given)
19	COc1ccc(CNCc2cccc(Cl)c2)cc1
20	Cc1nn(-c2ccccc2)c(C)c1/C=N/NC(=O)CSc1nc2ccccc2c(=O)n1-c1ccccc1

assay / entry,16,17,18,19,20
aDG glyco act,0.1,0.1,0.2,-0.1,0.1
CaV13 ICDI inh,-4,-6,/,-19,/
HTR2A ag,-4,3,-4,0,-3
PDI inh,1,0,14,0,-7
hiPSC survival,0.9,2.4,1.2,-2.5,3.0
N-glyco inh,2,-1,-2,1,-9
Exocytosis inh,-4,0,-1,1,11
Cardio protect,-3,30,1,-1,22
Vif imaging,1,/,6,6,-8
ABCB6 inh 2,99,96,98,105,99

21	COc1ccc(C2Nc3ccccc3C(=O)N2NS(C)(=O)=O)cc1 (stereo not given)
22	COc1ccc(NC(=O)CSc2cc(C)nc3c(-c4ccccc4)cnn23)cc1
23	Cc1nn2cnc3sc4c(c3c2nc1=O)CCCC4
24	O=C(c1ccc2ccccc2c1)C1CCCN(C(=O)CCn2cnnn2)C1 (stereo not given)
25	O=C(Nc1nnc(SCC(=O)N2CCOCC2)s1)c1ccccc1Cl
26	COc1cccc(NC(=O)Nc2nc(-c3ccc(OC)c(OC)c3)cs2)c1
27	Cc1ccc(NC(=O)CN(C)C(=O)CSc2ccc3c(c2)OCCO3)cc1

assay / entry,21,22,23,24,25,26,27
aDG glyco act,-0.3,-0.1,0.1,0.0,0.1,-0.1,0.2
CaV13 ICDI inh,-7,-5,/,-34,-6,-5,-2
HTR2A ag,5,-6,2,5,0,9,-4
PDI inh,9,2,-2,8,9,17,-4
hiPSC survival,0.3,1.9,-2.3,0.1,-1.8,-0.5,-0.1
N-glyco inh,1,-1,3,1,2,-19,1
Exocytosis inh,-1,-7,-8,0,1,78*,17
Cardio protect,-1,-2,2,-1,-15,-3,-8
Vif imaging,2,-6,18,0,-6,1,-6
ABCB6 inh 2,108,105,102,95,99,91,100

Eleven compounds already listed, sorted by length of the SMILES, largest number first.
20	Cc1nn(-c2ccccc2)c(C)c1/C=N/NC(=O)CSc1nc2ccccc2c(=O)n1-c1ccccc1
7	COc1ccccc1NC(=O)c1ccc2c(c1)N(CC(=O)NC(C)(C)C)C(=O)C(C)(C)O2
18	Cc1cc(S(=O)(=O)Nc2ccc(C(=O)NCC(c3ccco3)N3CCCC3)cc2)ccc1F (stereo not given)
17	COc1ccc(C2=Nc3ccccc3C2(O)CCN2C(=O)c3ccccc3C2=O)cc1 (stereo not given)
22	COc1ccc(NC(=O)CSc2cc(C)nc3c(-c4ccccc4)cnn23)cc1
1	CC[n+]1c(/C=C/C=C/N(C(C)=O)c2ccccc2)sc2ccccc21
6	O=C(NCC1CCCN1S(=O)(=O)c1ccccc1)c1cccc(Cl)c1 (stereo not given)

assay / entry,20,7,18,17,22,1,6
aDG glyco act,0.1,0.0,0.2,0.1,-0.1,1.0,0.3
CaV13 ICDI inh,/,-17,/,-6,-5,/,-6
HTR2A ag,-3,2,-4,3,-6,-6,-8
PDI inh,-7,-2,14,0,2,8,-3
hiPSC survival,3.0,0.2,1.2,2.4,1.9,-1.3,-0.3
N-glyco inh,-9,2,-2,-1,-1,-4,-2
Exocytosis inh,11,-6,-1,0,-7,0,5
Cardio protect,22,4,1,30,-2,-21,6
Vif imaging,-8,-2,6,/,-6,162*,-4
ABCB6 inh 2,99,93,98,96,105,957,98

16	CCOC(=O)c1cc(C(C)(C)C)n(CCCN2CCOCC2)c1C
23	Cc1nn2cnc3sc4c(c3c2nc1=O)CCCC4
19	COc1ccc(CNCc2cccc(Cl)c2)cc1
13	O=C(O)CSc1ncn[nH]1

assay / entry,16,23,19,13
aDG glyco act,0.1,0.1,-0.1,0.2
CaV13 ICDI inh,-4,/,-19,-6
HTR2A ag,-4,2,0,1
PDI inh,1,-2,0,-7
hiPSC survival,0.9,-2.3,-2.5,1.7
N-glyco inh,2,3,1,3
Exocytosis inh,-4,-8,1,-3
Cardio protect,-3,2,-1,16
Vif imaging,1,18,6,6
ABCB6 inh 2,99,102,105,93

Hits appear at their usual frequency. Share with any hit: about 3.1%.
